M5 ag: CHRM5 agonism in calcium assay; CHO-K1 hM5 cells, Fluo-8 calcium fluorescence; 0% DMSO wells, 100% maximal acetylcholine response; activation, % at 3 µM; 0.19% of 360,000 active; AID 624037;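 active means activation above the run's mean over test compounds plus 3 SD, cut at about 23% in these data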;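 further: signal is peak over basal fluorescence ratio across the kinetic read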
Target sequence (P08912 whole entry, looked up): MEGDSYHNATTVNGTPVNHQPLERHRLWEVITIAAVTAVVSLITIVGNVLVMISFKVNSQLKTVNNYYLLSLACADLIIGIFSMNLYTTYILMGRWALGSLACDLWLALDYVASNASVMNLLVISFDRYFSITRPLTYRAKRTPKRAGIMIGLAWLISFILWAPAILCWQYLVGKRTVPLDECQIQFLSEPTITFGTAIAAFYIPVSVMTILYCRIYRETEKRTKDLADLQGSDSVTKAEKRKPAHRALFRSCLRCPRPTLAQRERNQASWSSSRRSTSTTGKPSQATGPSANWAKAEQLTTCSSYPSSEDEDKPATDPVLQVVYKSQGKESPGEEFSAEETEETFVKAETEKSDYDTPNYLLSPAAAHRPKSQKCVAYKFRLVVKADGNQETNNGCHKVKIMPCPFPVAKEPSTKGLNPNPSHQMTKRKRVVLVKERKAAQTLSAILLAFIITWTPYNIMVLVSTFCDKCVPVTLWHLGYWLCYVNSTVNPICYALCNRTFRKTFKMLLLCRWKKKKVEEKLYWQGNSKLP
CHRM1 PAM: positive allosteric modulators of human M1 muscarinic receptor. P11229. CHO-K1 hM1, Fluo-8 calcium fluorescence, ACh EC20; 0% = ACh EC20, 100% = maximal ACh. activation, % at 3 µM. 0.088% of 360,000 active. AID 588819; in the data active means activation above about 19%, passing the limit was not always enough
CHRM5 antagonist: CHRM5 antagonism in calcium assay. P08912. inhibition, % at 3 µM. 0.59% of 360,000 active. CHO-hM5 cells, Fluo-8 calcium fluorescence, ACh EC80;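 active means inhibition above a per-plate cutoff, the mean of that plate's test compounds plus 3 SD, cut at about 27% in these data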;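 further: 0% = acetylcholine EC80 with DMSO and 100% = DMSO without agonist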
CHRM4 agonist: CHRM4 agonism in calcium assay. activation, % at 3 µM. CHO-K1 hM4/Gqi5, Fluo-8 calcium fluorescence; vehicle 0%, full acetylcholine response 100%. P08173. 0.14% of 360,000 active;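 active means activation above the run mean over all test wells plus 3 SD, cut at about 32% in these data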;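 further: peak over basal fluorescence ratio per well then scaled between controls; 0% = DMSO wells and 100% = acetylcholine at EC100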
M4 antag: blocks acetylcholine activation of human M4 receptor | CHO-hM4 cells, ACh EC80, Fluo-8 calcium fluorescence | inhibition, % at 3 µM | 0.73% of 360,000 active | AID 624125;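 active means inhibition above its plate's cutoff, the mean inhibition of sample wells plus 3 SD, cut at about 27% in these data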;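 further: 0% = acetylcholine EC80 with DMSO and 100% = DMSO without agonist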
CRFR2-BP ag: CRF-BP/CRF-R2 complex agonism; 0.46% of 350,000 active; HEK293 CRF-R2/CRF-BP, calcium dye fluorescence (FLIPR); percent of saturating CRF peptide response; activation, % at 13.2 µM;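 active means activation of at least 50%, plus an integration ratio under a set limit after plate pattern correction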;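 further: plate controls were neutral control wells without compound for no effect and CRF at EC100 for full effect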
CHRM4 PAM: CHRM4 positive allosteric modulation; P08173; CHO-K1 hM4/Gqi5, Fluo-8 calcium fluorescence, ACh EC20; 0% = ACh EC20, 100% = maximal ACh; activation, % at 3 µM; 0.4% of 360,000 active;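 active means activation above its plate's cutoff, the mean activation of sample wells plus 3 SD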; further: some results filed as inactive read as strong as hits
M5 PAM: CHRM5 positive allosteric modulation; CHO-K1 hM5, Fluo-8 calcium, ACh EC20 PAM; 0% = ACh EC20, 100% = ACh EC100; activation, % at 3 µM; AID 624038; 0.3% of 360,000 active;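 active means activation above the run cutoff, the mean activation of all test compounds plus 3 SD, cut at about 18% in these data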
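Replicates: One well per compound, no replicates | System: Human M5 receptor in CHO-K1 cells | Benchmarks: Low control EC20 acetylcholine (0%), high control EC100 acetylcholine (100%) | Probe or stimulus: Acetylcholine, EC20 level | Times: Fluo-8 loading 80 min at 37 °C plus 30 min room temperature | Signal: Intracellular calcium via Fluo-8 fluorescence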
M1 antag: antagonists of human M1 muscarinic receptor; P11229; CHO-K1 hM1, Fluo-8 calcium fluorescence, ACh EC80 antagonist; inhibition, % at 3 µM; 1.3% of 360,000 active;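 active means percent inhibition above its own plate's cutoff, namely the mean of that plate's compound wells plus 3 SD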;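 further: peak over basal fluorescence ratio during 140 s after agonist addition; 0% = ACh EC80 plus DMSO and 100% = DMSO alone without agonist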
Starred values were filed as active, the others as inactive; nt = no result given.

M5 ag	CHRM1 PAM	CHRM5 antagonist	CHRM4 agonist	M4 antag	CRFR2-BP ag	CHRM4 PAM	M5 PAM	M1 antag	SMILES
0	13	0	1	-16	1.5	1	3	-33	CCN(CC)c1ccc(NC(=O)c2ccc(=O)[nH]c2)cc1S(=O)(=O)Nc1ccc(OC)cc1
-1	7	-6	0	-5	7.2	-5	-1	-1	N#C/C(=C\Nc1ccccc1SC(F)(F)F)c1nc(-c2ccc(F)cc2)cs1
3	-1	-11	0	-4	-1.2	8	3	2	O=C(O)c1cc(Cl)c(Cl)cc1C(=O)N1CCCC1
-1	-2	-4	-1	5	0.0	-7	-8	0	CCSc1nnc(NC(=O)CCc2ccccc2)s1
3	2	-5	1	6	-0.5	-1	0	5	Cc1cccc(NC(=O)C2CCCN(S(=O)(=O)c3c(C)nn(C)c3C)C2)n1 (stereo not given)
0	12	7	0	9	2.4	3	1	-16	O=C1Nc2ccccc2/C1=N\N=C\c1ccc(O)c(O)c1
8	-15	9	0	3	1.6	-5	0	19	O=C1C=C(c2ccc3ccccc3c2)C[C@@H](c2ccc(F)cc2)C1
-4	0	-5	0	5	1.3	-2	11	-9	CC(C)(C)n1nc2c(c1NC(=O)c1ccc(S(=O)(=O)N3CCCC3)cc1)CS(=O)C2 (stereo not given)
-4	11	6	1	-4	-11	4	-3	-12	CC(=O)c1c(C)oc2ccc(N(C(C)=O)S(=O)(=O)c3ccc(F)cc3C)cc12
-2	17	17	0	-2	-1.9	2	-6	0	CCCOc1ccc(CC(=O)NCCc2ccccc2)cc1OC
-2	3	5	0	14	0.1	-7	-5	5	O=S(=O)(c1cccs1)N1CCN(c2ccc(F)cc2)CC1
-4	2	-3	2	1	-4.9	-3	1	0	COc1ccc(OCC(O)CN2CCN(c3ccccc3)CC2)cc1 (stereo not given)
1	12	1	1	8	-0.6	-1	1	-2	COc1ccc(CCn2c3c(c(=O)[nH]c2=O)C(NC(=O)c2cccs2)(C(F)(F)F)C(=O)N3)cc1OC (stereo not given)
-5	11	-2	0	1	-2.6	11	9	-12	c1ccc(Nc2nc(-c3ccncc3)cs2)cc1
1	3	10	1	10	-0.5	-12	-5	-4	CCC(C)(C)NC(=O)C(c1cccs1)N(C(=O)c1ccn[nH]1)c1ccccc1 (stereo not given)

Entries shown so far that contain an aryl methoxy group (4):
M5 ag	CHRM1 PAM	CHRM5 antagonist	CHRM4 agonist	M4 antag	CRFR2-BP ag	CHRM4 PAM	M5 PAM	M1 antag	SMILES
0	13	0	1	-16	1.5	1	3	-33	CCN(CC)c1ccc(NC(=O)c2ccc(=O)[nH]c2)cc1S(=O)(=O)Nc1ccc(OC)cc1
-2	17	17	0	-2	-1.9	2	-6	0	CCCOc1ccc(CC(=O)NCCc2ccccc2)cc1OC
-4	2	-3	2	1	-4.9	-3	1	0	COc1ccc(OCC(O)CN2CCN(c3ccccc3)CC2)cc1 (stereo not given)
1	12	1	1	8	-0.6	-1	1	-2	COc1ccc(CCn2c3c(c(=O)[nH]c2=O)C(NC(=O)c2cccs2)(C(F)(F)F)C(=O)N3)cc1OC (stereo not given)

Next section.
M5 ag	CHRM1 PAM	CHRM5 antagonist	CHRM4 agonist	M4 antag	CRFR2-BP ag	CHRM4 PAM	M5 PAM	M1 antag	SMILES
1	-4	2	1	0	-1.6	1	-5	3	CC(C)CC(NC(=O)c1ccco1)C(=O)Nc1ccc2c(c1)OCCO2 (stereo not given)
-1	9	0	1	3	-1.4	-7	-5	-4	O=C(NC1CCN(C(=S)NCCc2ccccc2)CC1)C1CC1
25*	5	11	13	14	23	-8	-5	0	O=C(NN1C(=O)/C(=C/c2ccc(O)cc2)SC1=S)c1cccc(O)c1
-2	-4	5	1	-15	-2.1	1	-4	7	CCOC(=O)Cn1c(=O)oc2cc(S(=O)(=O)N3CCn4c3nc3ccccc34)ccc21
-2	7	2	1	-19	0.7	-2	-4	-7	CCNC(=O)CSc1nc(-c2ccc(F)cc2)cs1
1	6	9	-1	12	-0.6	-4	-5	-1	CCc1ccc(NC(=O)N(CCOC)C2CCN(C(C)=O)CC2)cc1
1	8	-4	1	-13	-0.3	1	2	-15	Cc1noc(C)c1C(=O)N(C)C[C@@H]1OCc2ccccc2-c2c(n(C)c3ccccc23)C(=O)N([C@H](C)CO)C[C@H]1C
1	-12	2	10	0	-0.2	-10	-10	-1	CN(Cc1ccccc1)C(=O)c1nc2ccccn2c1CN1CCc2sccc2C1
-3	3	-10	1	-10	0.8	2	5	-21	CC(C)(C)C(=O)NC1(C(F)(F)F)C(=O)Nc2c1c(=O)[nH]c(=O)n2Cc1ccco1 (stereo not given)
1	7	12	2	-1	-2.1	-1	4	-9	COc1cccc(C(=O)N2CCC(n3nccc3NC(=O)C(OC)c3ccccc3)CC2)c1 (stereo not given)
-3	3	15	1	5	0.2	-4	-5	-4	CCN(CC)S(=O)(=O)c1ccc2c(c1)oc(=O)n2CC(=O)NC1CCCCC1
1	4	6	1	-3	0.3	13	2	-1	CCCCN(C(=O)CN(C)CC(=O)Nc1cccc(OC)c1)c1c(N)n(CCCC)c(=O)[nH]c1=O
1	-2	1	2	7	-1.7	5	-6	-3	Cc1cccc(C)c1NC(=O)C(c1cccc([N+](=O)[O-])c1)N(C)C(=O)c1ccccn1 (stereo not given)
-7	25	-2	0	-10	0.3	-1	21*	-38	CCC(CC)N1CCN(S(=O)(=O)c2ccc(OC)cc2)CC1
0	6	6	1	10	-0.5	-4	-4	-3	CN(C)CCCNC(=S)N1CCC(c2nc3ccccc3[nH]2)CC1

M5 ag	CHRM1 PAM	CHRM5 antagonist	CHRM4 agonist	M4 antag	CRFR2-BP ag	CHRM4 PAM	M5 PAM	M1 antag	SMILES
-3	2	2	6	-7	65*	9	-6	-2	C=CCN1C(=O)/C(=C/c2ccc(O)cc2)S/C1=N/c1nccs1
-4	3	8	1	1	1.3	-6	-5	-3	COc1cccc(/C=N/NC(N)=S)c1OCc1cccc(Cl)c1
-2	10	6	4	-4	1.3	5	-3	-25	c1ccc2c(c1)NC(c1ccncc1)n1c-2nc2ccccc21 (stereo not given)
5	nt	-9	2	-9	nt	12	8	nt	CC(C)(C)NC(=O)C(c1cccc2ccccc12)n1c(=O)c(-c2cc3ccccc3[nH]2)nc2ccccc21 (stereo not given)
1	5	0	2	-2	0.0	5	3	-1	Cc1nnc2c3ccccc3c(-c3ccc(O)cc3)nn12
0	4	18	1	0	-1.6	3	-5	-12	COc1cc(C(=O)NNC(=O)c2ccc3c(c2)OCCO3)cc(OC)c1OC
-6	8	-8	0	-14	1.3	9	3	3	CCN(CC)C(=O)COc1ccc2oc(C)c(C(=O)OC(C)C)c2c1
7	4	1	2	-5	-1.2	0	3	-4	Cc1ccc(NCC(=O)Nc2ccc(Br)cc2)cc1C
5	-8	5	12	-1	28	-2	-13	4	CCCCc1cc(=O)oc2cc(C)cc(O)c12
-1	14	4	1	2	-1.2	1	9	-8	NNc1nc(-c2ccccc2)cs1
1	3	6	1	2	2.6	-4	7	-3	Cc1cccc(C(=O)n2c(=S)nc3ccccn32)c1
-1	15	6	0	-2	3.4	2	1	-16	Cc1cc(C)c2c(N)c(C(=O)Nc3ccc([N+](=O)[O-])cc3)sc2n1
4	2	11	2	8	-3.5	12	4	4	Cc1cc(=O)oc2cc(OCC(=O)N3CCOCC3)c(Cl)cc12
0	nt	-1	-1	-2	nt	11	-2	nt	CCCc1nc2cc(C)c(Br)c(C)n2c1Cc1ccccc1OC
2	-9	10	15	4	0.5	-8	-5	2	COCOCCn1cc(CN2CCS(=O)(=O)N(Cc3ccc(-c4ccc(OC)c(OC)c4)cc3)C(CC(C)C)C2=O)nn1 (stereo not given)

M5 ag	CHRM1 PAM	CHRM5 antagonist	CHRM4 agonist	M4 antag	CRFR2-BP ag	CHRM4 PAM	M5 PAM	M1 antag	SMILES
-6	0	-3	0	-15	-0.3	1	3	-1	Cc1ccc(S(=O)(=O)N2CCN3CCCC3C2)cc1 (stereo not given)
5	2	2	21	-15	-1.5	-6	-11	-8	O=C(c1cc2c(s1)-c1ccccc1S(=O)(=O)C2)N1CCN(Cc2ccccc2)CC1
-2	7	11	0	8	22	2	-4	-9	O=C(O)c1cc(NN=Nc2ccc(Br)cc2)cc([N+](=O)[O-])c1
2	6	9	18	-1	-0.8	5	-2	3	O=C(C[C@@H]1C/C=C\CCC(=O)O[C@H](c2ccccc2)CNC1=O)N[C@H](CO)Cc1ccccc1
0	1	-5	1	-8	0.3	4	8	5	CC(C)OC(=O)CNc1n[nH]c(=S)[nH]c1=O

Of the compounds above, these contain a tert-butyl group.
M5 ag	CHRM1 PAM	CHRM5 antagonist	CHRM4 agonist	M4 antag	CRFR2-BP ag	CHRM4 PAM	M5 PAM	M1 antag	SMILES
-4	0	-5	0	5	1.3	-2	11	-9	CC(C)(C)n1nc2c(c1NC(=O)c1ccc(S(=O)(=O)N3CCCC3)cc1)CS(=O)C2 (stereo not given)
-3	3	-10	1	-10	0.8	2	5	-21	CC(C)(C)C(=O)NC1(C(F)(F)F)C(=O)Nc2c1c(=O)[nH]c(=O)n2Cc1ccco1 (stereo not given)
5	nt	-9	2	-9	nt	12	8	nt	CC(C)(C)NC(=O)C(c1cccc2ccccc12)n1c(=O)c(-c2cc3ccccc3[nH]2)nc2ccccc21 (stereo not given)
